HIF act: HIF pathway transcriptional activators, primary screen, cell-based, U2OS HRE-luciferase, luminescence; U2OS HRE-luciferase reporter; normalized: DMSO 0%, desferrioxamine 100%; 300,000 compounds, 0.32% hits; activation, % at 7.5 µM (by protocol); AID 1910, 2009;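 active means mean activation of at least 10% of the iron chelator positive control signal, with at least half of replicates also reaching 10%; inconclusive means mean and replicate majority disagree about reaching 10%; inactive means mean and most replicates under 10%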
HSF1 inh: HSF1 inhibitors in luciferase reporter cells, primary screen, cell-based, NIH3T3, luminescence; 300,000 compounds, 0.77% hits; NIH3T3-HGL HSE-luciferase, MG132-induced, luminescence 8 h; active compounds read low; activity change, negative = inhibition, % at 7.5 µM (by protocol);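 active means more than half of replicate wells show activity change below -50%, luminescence cut by over half; inconclusive means some wells, but at most half, below -50%; inactive means no replicate well below -50%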;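 further: luciferase reports HSF-1 transcriptional activity via heat shock element; 0% = median of DMSO wells and -100% = zero luminescence signal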
HSP90 inh: HSP90 inhibitors, primary screen, cell lysate, luminescence | Heat shock protein HSP 90 (rabbit reticulocyte lysate; luciferase refolding) | Rabbit reticulocyte lysate, luciferase refolding luminescence, 3 h | inhibition, % at 5.6 µM | 290,000 compounds, 0.91% hits;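 active means inhibition above the screen-wide mean plus 3 SD, computed separately per campaign, cut at about 16% in these data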;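 further: 0% = DMSO wells and 100% = 60 µM geldanamycin wells; inhibitors lower the luminescence because luciferase stays unfolded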
IEC-6 tox: cytotoxicity in IEC-6 intestinal epithelial cells, primary screen, cytotoxicity control for KLF5 inhibitor project, cell-based, luminescence; 290,000 compounds, 0.78% hits; AID 1825, 2009; IEC-6 cytotoxicity, luminescence viability; inhibition, % at 5 µM; in the data active means inhibition above about 22%;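 further: 0% = plate median of test compound wells and 100% = cytotoxic reference compound wells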
KLF5 inh: KLF5 expression inhibitors, primary screen, DLD-1 cells, luminescence | 290,000 compounds, 0.23% hits | DLD-1 KLF5 promoter-luciferase reporter | AID 1700, 2009 | inhibition, % at 5 µM;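 active means inhibition above a per-plate limit of that plate's mean compound inhibition plus 3 SD, cut at about 60% in these data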;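 further: 0% = DMSO wells and 100% = LY294002 at 200 µM; higher means less KLF5 promoter-driven luciferase light; inactives centre near -14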
HDAC3 inhib: HDAC3 deacetylase inhibitors, primary screen, biochemical, fluorescence, cell-free homogeneous | Histone deacetylase 3 (Homo sapiens), O15379 | recombinant HDAC3, fluorogenic peptide/trypsin coupled | inhibition, % at 8.3 µM | 320,000 compounds, 0.15% hits; in the data active means inhibition above about 26%, passing the limit was not always enough; inconclusive means no clear call, values can overlap the other calls
Target sequence (O15379 whole entry, looked up): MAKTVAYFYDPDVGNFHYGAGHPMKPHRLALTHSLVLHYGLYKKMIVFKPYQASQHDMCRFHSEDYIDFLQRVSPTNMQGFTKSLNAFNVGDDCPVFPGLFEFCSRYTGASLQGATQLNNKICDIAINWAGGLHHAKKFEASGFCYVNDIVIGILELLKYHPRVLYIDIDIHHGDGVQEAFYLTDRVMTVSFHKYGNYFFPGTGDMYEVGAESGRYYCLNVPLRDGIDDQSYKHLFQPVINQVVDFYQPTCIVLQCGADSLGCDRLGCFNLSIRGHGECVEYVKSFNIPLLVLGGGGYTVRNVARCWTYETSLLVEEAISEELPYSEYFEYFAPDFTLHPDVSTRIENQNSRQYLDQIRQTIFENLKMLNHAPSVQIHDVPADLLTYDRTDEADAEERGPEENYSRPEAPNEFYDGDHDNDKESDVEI
HSF-1 act: HSF-1 activators, primary screen, NIH3T3-HGL cells, MG132 stress, luminescence, single point; NIH3T3-HGL HSF-1 luciferase reporter, 8 h; 100% = twice DMSO control signal; activation, % at 9 µM; 300,000 compounds, 1.7% hits; AID 504408, 2011;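 active means mean replicate activation of at least 50% with a set share of replicates each reaching 50%; inconclusive means only one of those two conditions met; inactive means mean below 50% and too few replicates reaching it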;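 further: 0% = median of the neutral control wells and 100% = twice that signal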
aSyn 5UTR inh: MLPCN primary screen, SNCA 5' untranslated region | inhibition, % (tested at 7.5 µM) | 300,000 compounds, 0.82% hits | alpha-synuclein 5'UTR reporter, inhibitor activity | AID 1813, 2009; in the data active means inhibition above about 60%; inconclusive means no clear call, values can overlap the other calls;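 further: H4 neuroglioblastoma cells stably carrying SNCA 5'UTR luciferase fusion; 0% = DMSO wells and 100% = positive control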
AI-2 QS mod: Vibrio harveyi AI-2 quorum sensing modulators, primary screen, JMH597 strain, luminescence/OD600 ratio | Vibrio harveyi JMH597 AI-2 luminescence/OD600 ratio, 9 h; active compounds read low; strain lacks LuxN and CqsS sensors; 0 = neutral-control median | activity change, % at 7.5 µM | 300,000 compounds, 0.4% hits; in the data active means activity change below about -75%, passing the limit was not always enough; inconclusive means no clear call, values can overlap the other calls;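 further: luminescence divided by OD600 gain over 9 h not by final OD600 alone; inactives centre near 13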
Platelet DG rel: inhibitors of platelet dense granule secretion, primary screen, cell-based, MLPCN, human platelets | inhibition, %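 (compounds screened at 7.5 µM in platelet-rich plasma)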 | 300,000 compounds, 0.22% hits | human platelet-rich plasma, SFLLRN dense granule ATP release, luminescence;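 active means mean replicate score, as percent of positive control, at or above 50; inconclusive means mean below 50 but at least one replicate at or above 50; inactive means mean and every replicate below 50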
The depositor's hits bear a star; ? = inconclusive; · = not tested or not shown. No enrichment for hits. Share with any hit: about 5%.

| SMILES | HIF act | HSF1 inh | HSP90 inh | IEC-6 tox | KLF5 inh | HDAC3 inhib | HSF-1 act | aSyn 5UTR inh | AI-2 QS mod | Platelet DG rel |
| --- | --- | --- | --- | --- | --- | --- | --- | --- | --- | --- |
| CCOC(=O)c1c(N)nn(C(=O)C(C)C)c1-c1ccccc1 | -0.2 | 9.0 | -1.9 | -7.8 | -9.8 | 7.9 | 44.7 | 1.6 | 8.4 | -1.1 |
| Cc1ccc(-n2c(C)nc3oc4ccccc4c(=O)c3c2=O)cc1 | 3.2 | 18.5 | 0.1 | -0.9 | -72.4 | -0.1 | 23.9 | -240.7 | 7.2 | 1.3 |
| C=CCOc1ccc(/C=C/C(=O)OCC(=O)NC2CCCCCCC2)cc1 | -0.3 | -5.0 | 1.3 | -0.8 | -49.0 | -3.1 | -3.4 | 14.5 | 5.5 | -7.5 |
| COc1ccc(Cn2c(CCC(=O)Nc3ccc(CC#N)cc3)nc3cccnc32)cc1 | -0.1 | -3.2 | -0.5 | 1.0 | -24.3 | -5.0 | 2.5 | -5.2 | 23.0 | -14.3 |
| CCOC(=O)c1c(C)[nH]c(NC(=O)Nc2ccc(NC(C)=O)cc2)c1C | -1.4 | -6.2 | -0.1 | -8.0 | -17.4 | 3.1 | -2.9 | -12.4 | 10.2 | 2.0 |
| CCC(C)C(=O)Nc1nc(C)c(-c2csc(Nc3ccc(Cl)cc3)n2)s1 (stereo unspecified) | -3.0 | -9.7 | 3.9 | 4.3 | -62.5 | -1.8 | -11.2 | -30.5 | 15.0 | 5.3 |
| COC(=O)c1cn(CC(=O)Nc2ccc(OC)cc2)c2ccccc12 | -0.8 | 2.1 | -2.8 | -5.8 | -32.3 | 6.0 | 4.0 | 13.0 | 7.5 | -0.5 |
| Nc1nnc(N2CCCCCC2)s1 | 0.1 | 3.6 | 0.9 | -1.5 | -6.9 | 5.0 | 2.7 | 4.4 | 33.9 | -3.1 |
| Cc1ccc(S(=O)(=O)N2c3ccccc3CC2C)cc1 (stereo unspecified) | 1.6 | -7.5 | 4.3 | 6.0 | -32.9 | 3.2 | -0.9 | 8.5 | 7.7 | -3.2 |
| CC1=C(C(N)=O)C(c2cccc(OCc3ccccc3)c2)n2nnnc2N1 (stereo unspecified) | 0.5 | -8.7 | -0.5 | 2.2 | -15.5 | 1.3 | -2.5 | -19.3 | 1.9 | 3.1 |
| CSc1ccc(/C=C(/NC(=O)c2ccccc2)C(=O)NCCCn2ccnc2)cc1 | 0.1 | -0.9 | -4.1 | -2.8 | 3.8 | 1.7 | 0.3 | 4.7 | 24.3 | 3.6 |
| CN(Cc1cccs1)C(=O)c1ccc(S(=O)(=O)N2CCCCC2)cc1 | 1.1 | 8.7 | -0.8 | -7.1 | -10.7 | 2.9 | 16.3 | 5.2 | 10.0 | -1.6 |
| Cc1c(CCC(=O)O)c(=O)oc2c(C)c(OCc3ccccc3Cl)ccc12 | -0.5 | -6.6 | 3.7 | -3.7 | -16.1 | 4.4 | -9.4 | 33.1 | 21.0 | 2.1 |
| CN1C(=O)C(=O)/C(=C(/O)c2ccc(Br)cc2)C1c1ccc(F)cc1 (stereo unspecified) | -0.4 | 0.4 | 7.0 | 1.9 | -24.1 | 3.6 | 0.0 | 3.2 | 19.5 | 5.5 |
| COc1ccc(NC(=O)c2cccc(Oc3ccccc3)c2)cn1 | 8.5 | -1.8 | -2.9 | 0.3 | 11.1 | 0.7 | 10.9 | -108.5 | 1.6 | 13.8 |
| O=C1CCC(C(=O)OCc2cc(Cl)ccc2OC(F)F)N1 (stereo unspecified) | 0.3 | -6.7 | -1.1 | -2.2 | -31.7 | 2.1 | -6.6 | 1.9 | 10.3 | · |
| COc1ccc(S(=O)(=O)N(NC2=NS(=O)(=O)c3ccccc32)C(=O)C(C)C)cc1 | -0.1 | -1.4 | -0.6 | 2.3 | 2.8 | 1.6 | 1.7 | -18.8 | 3.2 | -3.0 |
| Cc1ccsc1/C=N/Nc1ccc(Cl)nn1 | 0.9 | 14.4 | 1.0 | 1.8 | -24.0 | · | 11.3 | -101.4 | 16.9 | -0.5 |
| CC(C)c1ccc(N2C(=O)C3C4C=CC(CC4)C3C2=O)cc1 (stereo unspecified) | 0.6 | -3.4 | -1.2 | -6.5 | -34.6 | -6.5 | 25.4 | -9.5 | 3.9 | 7.8 |
| O=[N+]([O-])c1ccc2oc(-c3ccccc3)nc2c1 | 4.1 | 15.1 | 1.4 | 1.2 | -19.7 | -3.8 | 28.4 | -236.1 | -4.2 | 1.4 |
| CCN(CC(=O)NCc1ccc(Cl)cc1)C(=O)c1cc(S(=O)(=O)NCc2ccccc2)ccc1C | -0.9 | 8.2 | 5.8 | -10.4 | -4.9 | -4.6 | 31.7 | 17.8 | 3.3 | -5.7 |
| COc1cccc(N2CCN(c3ccc4nnc(CCC(=O)Nc5ccc(C)cn5)n4n3)CC2)c1 | -0.3 | -4.9 | 1.3 | -3.5 | -15.7 | -3.9 | -9.4 | 5.8 | 15.6 | -5.3 |
| Nc1ccn(Cc2cccc(F)c2)n1 | 0.0 | -22.1 | -3.2 | 2.6 | -27.7 | 5.2 | -22.0 | 6.5 | 18.6 | -3.9 |
| CCOc1ccc(NC(=S)c2ccncc2)cc1 | 2.0 | 16.3 | -3.9 | 0.0 | -27.1 | 0.4 | 24.4 | -109.7 | -2.9 | -9.3 |
| O=C(c1ccc2c(c1)OCO2)N1CCNc2ccccc2C1 | 0.3 | -1.4 | -0.4 | 7.3 | -1.0 | 1.4 | 2.2 | -5.7 | 36.6 | -6.4 |
| Cc1cccc2cc(C(c3nnnn3Cc3ccc4c(c3)OCO4)N3CCCC3)c(=O)[nH]c12 (stereo unspecified) | -0.5 | 6.6 | 1.5 | -1.2 | -6.0 | -11.2 | -2.1 | 21.3 | 12.2 | 17.6 |
| COc1cc(-c2ccc(NC(C)=O)c(OC)c2)ccc1NC(C)=O | 0.2 | -0.7 | 2.8 | 7.8 | -4.4 | -2.5 | 13.0 | 10.1 | 7.5 | 15.3 |
| CCOc1c2ccc(C(=O)NCCc3cccs3)cc2nn1CC | 2.7 | 15.0 | -5.0 | -0.1 | -141.7 | -44.4 | 35.0 | -130.0 | 17.4 | 1.5 |
| COc1cc(C2NC(=O)NC(C)=C2C(=O)OC(C)C)ccc1OC(=O)c1ccco1 (stereo unspecified) | -0.4 | -7.1 | 0.3 | 1.7 | -31.4 | 3.5 | -8.0 | 6.0 | 32.6 | -5.4 |
| O=C(NCCCN1CCOCC1)C(C(=O)c1ccccc1)n1ccccc1=O (stereo unspecified) | -0.1 | -4.2 | 1.2 | 3.2 | 7.8 | 5.0 | -2.8 | -28.3 | 13.4 | 2.9 |
| COc1ccccc1NC(=O)C(C)NS(=O)(=O)c1ccccc1 (stereo unspecified) | 0.3 | -8.7 | -0.9 | -3.1 | -21.4 | 1.1 | 8.4 | -6.5 | 16.3 | ? |
| COc1ccc2c(c1)C(=O)OC2CC(=O)O (stereo unspecified) | 0.5 | -2.0 | 0.3 | -3.7 | -17.6 | -3.7 | -7.2 | 19.9 | 34.9 | -0.7 |
| COc1ccc(OC(=O)c2cc(S(=O)(=O)N3CCCC3)ccc2Cl)cc1 | -0.1 | 3.6 | 1.5 | -3.0 | -14.8 | 0.1 | 14.6 | 20.3 | 25.7 | 1.1 |
| O=C(CCNS(=O)(=O)c1ccccc1C(F)(F)F)NCC(c1ccco1)N1CCCCC1 (stereo unspecified) | 0.1 | -2.3 | · | · | · | · | -5.4 | -6.4 | -0.4 | 4.3 |
| COc1ccccc1NC(=O)c1ccc(NC(=O)c2ccco2)cc1 | 0.2 | 2.6 | -3.1 | 1.5 | -14.3 | 2.4 | 19.8 | -7.0 | 29.2 | 2.5 |
| CCCCSc1nc2sc3c(c2c(=O)n1-c1ccc(C)cc1)CCN(C)C3 | -0.5 | -0.1 | 6.4 | -7.2 | -10.3 | 8.7 | 10.8 | 4.6 | 11.5 | 5.0 |
| Cc1cc(C)nc(Sc2ccc3nnnn3n2)n1 | 0.0 | 3.5 | 4.8 | -0.1 | -4.0 | 0.4 | -2.1 | -72.4 | 0.5 | 1.1 |
| COc1cc(/C=N/n2cnnc2)ccc1OCc1ccc(C)cc1 | 2.0 | 22.2 | 5.4 | -2.3 | -95.4 | 5.0 | 36.4 | -99.7 | 14.9 | 62.5* |
| Cc1cc(/C=C2/NC(=O)NC2=O)c(C)n1-c1ccc(N2CCOCC2)cc1 | 0.7 | -1.3 | 1.4 | 0.0 | 1.1 | 0.1 | 3.9 | -7.8 | -0.2 | 2.5 |
| COc1cc(-c2[nH]ncc2CN2CCN(c3cccc(C)n3)CC2)cc(OC)c1OC | -0.2 | 1.9 | -2.6 | 3.0 | -7.5 | · | 6.0 | 12.9 | -9.1 | 0.0 |
| O=[n+]1c2c(n([O-])c3c1CCCC3)CCCC2 | -0.4 | 2.9 | -0.1 | -4.2 | -9.4 | -5.0 | -5.2 | 34.0 | 30.1 | -8.9 |
| CC(C)(C)NC(=O)Cn1c(=O)oc2cc(S(=O)(=O)N3CCc4ccccc43)ccc21 | · | 2.6 | -3.3 | 0.2 | 3.2 | -0.4 | 1.7 | -8.8 | 27.3 | 2.1 |
| Cc1ccc(NC(=O)N2CCC(C(=O)Nc3ccc(C)cc3C)CC2)cc1 | 0.8 | -3.1 | -0.2 | -2.4 | 6.4 | 0.4 | -12.7 | 23.6 | 6.9 | -1.7 |
| CC(C)Cc1cc(C(=O)Nc2ccccc2)c2ccccc2n1 | -1.0 | -9.5 | -2.5 | 7.0 | -51.4 | -0.3 | -9.9 | 32.6 | 11.4 | -3.3 |
| CCC1CCCCN1Cc1nc2c(c(=O)n(C)c(=O)n2C)n1Cc1ccccc1 (stereo unspecified) | -0.1 | -4.1 | -2.1 | -6.0 | -30.7 | 2.9 | -18.8 | 1.4 | 37.6 | 0.3 |
| O=C(Oc1nsnc1N1CCCCC1)N1CCOCC1 | 0.6 | 4.6 | 2.1 | 15.0 | -31.7 | -5.0 | 5.8 | -18.2 | 12.6 | · |
| Cc1cc(NC(=O)C2CCN(C(=O)c3ccco3)CC2)ccc1Br | 3.1 | 10.0 | · | · | · | ? | 16.0 | -38.6 | 13.2 | -6.9 |
| COc1ccc(/C=N/OCC(=O)Nn2c(C)nc3ccccc3c2=O)cc1 | 0.0 | -1.3 | -0.7 | 12.8 | -10.8 | -4.0 | -13.2 | -8.1 | 1.4 | -4.8 |
| Cc1ccc(/C=C2/SC(=S)N(c3ccc(S(=O)(=O)Nc4nccs4)cc3)C2=O)cc1 | -0.3 | 1.2 | -2.2 | 0.7 | -19.5 | -4.4 | 7.4 | -7.2 | 60.8 | -10.4 |
| c1ccc(Sc2ncnc3ccccc23)cc1 | 0.2 | 22.9 | -1.1 | -4.5 | -17.0 | -0.1 | · | -15.0 | 59.5 | -1.6 |

Screening results as filed in PubChem BioAssay.
